Bioassay records from PubChem BioAssay.
GPR35 arrestin U2OS = GPR35 antagonists blocking zaprinast-driven arrestin recruitment, primary screen, imaging, U2OS, beta-arrestin-GFP, zaprinast agonist (AID 2058); U2OS GPR35 beta-arrestin-GFP translocation imaging, zaprinast antagonism; higher % means a stronger effect; 0.052% of 290,000 active; one-dose inhibition, % at 10 µM; IC50 in µM for titrated hits;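 active = inhibition of at least 50% with at least 30 cells and total cytoplasm GFP at most 10,000,000; inconclusive = under 30 cells or total GFP of 10,000,000 plus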
UTI89 phage lysis = inhibition of K1F phage lysis, E. coli UTI89, bacterial capsule biogenesis inhibitors, alamar blue (AID 488966); one-dose inhibition, % at 100 µM; IC50 in µM for titrated hits; 0.02% of 340,000 active; E. coli UTI89 K1F phage lysis, alamar blue, 2 h; higher % means a stronger effect;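 active = phage lysis inhibition, versus mean bacterial control, above a set limit; inconclusive = no clear call, values can overlap the other calls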;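 note: capsule biogenesis inhibitors block K1F phage lysis so surviving cells raise fluorescence; higher fluorescence means more inhibition of phage lysis; actives were called in the ten point dose series up to 300 µM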
GPR55 antagonists = GPR55 antagonists blocking LPI-driven arrestin recruitment, primary screen, imaging, U2OS, beta-arrestin-GFP, LPI agonist (AID 2013) | G-protein coupled receptor 55 (Homo sapiens) | U2OS GPR55 beta-arrestin-GFP translocation imaging, LPI antagonism; higher % means a stronger effect | inhibition, % at 10 µM, or IC50 in µM where a hit was titrated | 0.13% of 290,000 active;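 active = spots per cell inhibited over 60%, with over 100 cells counted and total cytoplasm intensity under 500,000; inconclusive = wells with under 100 cells, flagged as likely toxic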;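 note: U2OS cells stably carrying GPR55 and arrestin-GFP stimulated by 5 µM LPI near EC80; imaged beta-arrestin-GFP aggregate spots per cell after agonist stimulation; plate controls were LPI-stimulated DMSO wells for no effect and DMSO wells without LPI for full effect; some results filed as inactive read as strong as hits; confirmed hits need IC50 under 10 µM and bright autofluorescent wells are also inconclusive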
NOD1 NF-kB reporter = NOD1 signaling inhibitors, primary screen, cell-based, luminescence, uHTS (AID 1578) | NOD1-driven NF-kB luciferase reporter cells, luminescence; higher % means a stronger effect | one-dose inhibition, % at 4 µM; EC50 in µM for titrated hits | 1% of 290,000 active; in the data active = inhibition mostly above about 36%, no sharp cut-off; inactive = mostly below about 34%;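 note: HEK-293T reporter cells stimulated with the NOD1 agonist gamma-tri-DAP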
Rac1 GTP hydrolysis = MgcRacGAP GTPase-activating activity inhibitors, confirmation, biochemical, ADP Hunter fluorescence | Rac GTPase-activating protein 1 (Homo sapiens) | inhibition, % at 30 µM; hits with a dose series show IC50 in µM | MgcRacGAP-stimulated Rac1 GTP hydrolysis, ADP Hunter fluorescence; higher % means a stronger effect; GST-tagged Rac1 F28L mutant substrate | 0.6% of 340,000 active;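 active = first-screen hits whose inhibition reached a set limit at any dose in the follow-up dose series; inconclusive = inhibition above the set first-screen limit but never retested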;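 note: fluorescence reports GDP produced by GAP-driven GTP hydrolysis; strong numbers were not always called active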
GPR55 beta-arrestin = GPR55 agonists via beta-arrestin recruitment, primary screen, imaging, U2OS cells, beta-arrestin-GFP redistribution (AID 1961); G-protein coupled receptor 55 (Homo sapiens); U2OS GPR55 beta-arrestin-GFP redistribution imaging; higher % means a stronger effect; activation, % at 10 µM; hits with a dose series show EC50 in µM; 0.048% of 290,000 active;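 active = activation above 40% with more than 50 cells counted in the well; inconclusive = wells holding fewer than 50 cells, flagged as toxic or sparse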;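 note: U2OS osteosarcoma cells stably expressing GPR55 and beta-arrestin-GFP; plate controls were DMSO negative control for no effect and LPI positive control for full effect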
NTR1 ag = agonists of NTR1, primary screen, imaging, U2OS cells, beta-arrestin-GFP, high content (AID 493036). 0.17% of 330,000 active. activation, % at 20 µM. NTR1-U2OS beta-arrestin-GFP spot imaging, agonist mode;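 active = activation at or above 40% of the spot to cytoplasm intensity ratio, with at least 20 cells analyzed; inconclusive = wells under 20 cells, flagged as cytotoxic or low count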;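 note: 0% = DMSO without peptide and 100% = 100 nM NTR1 peptide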
Target sequence (P30989 whole entry, looked up): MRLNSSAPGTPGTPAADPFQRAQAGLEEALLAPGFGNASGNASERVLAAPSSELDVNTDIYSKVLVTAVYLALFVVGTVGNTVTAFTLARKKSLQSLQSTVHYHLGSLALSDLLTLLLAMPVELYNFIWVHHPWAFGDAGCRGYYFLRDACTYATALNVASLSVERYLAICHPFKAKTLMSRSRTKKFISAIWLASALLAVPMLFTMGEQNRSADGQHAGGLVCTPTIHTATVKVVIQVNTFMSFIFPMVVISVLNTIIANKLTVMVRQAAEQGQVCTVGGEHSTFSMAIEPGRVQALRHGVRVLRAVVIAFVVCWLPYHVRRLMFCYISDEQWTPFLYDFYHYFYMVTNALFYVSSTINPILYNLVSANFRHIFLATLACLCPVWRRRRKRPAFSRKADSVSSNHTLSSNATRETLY
KOR beta-arrestin-1 = KOR antagonists, beta-arrestin recruitment, cell-based, luminescence, uHTS (AID 1778); Kappa-type opioid receptor (Homo sapiens); KOR beta-arrestin recruitment, luminescence, antagonist mode; higher % means a stronger effect; inhibition, % at 10 µM; hits with a dose series show IC50 in µM; 0.091% of 290,000 active; in the data active = inhibition above about 50%; note: strong numbers were not always called active
KOR beta-arrestin-2 = KOR agonists, beta-arrestin recruitment, primary screen, cell-based, luminescence, uHTS (AID 1777); Kappa-type opioid receptor (Homo sapiens); KOR beta-arrestin recruitment, luminescence; higher % means a stronger effect; activation, % at 10 µM; hits with a dose series show EC50 in µM; 0.02% of 280,000 active; in the data active = activation above about 50%, passing the limit was not always enough; note: a part of the inactive calls stands beside numbers as strong as those of hits
NTR1 ag cell count 20 µM = further read-out of NTR1 ag, marked with its call; cell count; measured here: cell count, cytotoxicity flag
An asterisk follows results filed as active; [ ] = dose if it differs, or a comment. Only part of the results is shown, so the mix of outcomes need not match the whole.

How did COc1ccc(C2C(C(C)=O)=C(O)C(=O)N2Cc2cccnc2)cc1 (stereo not drawn) do in these assays?
GPR35 arrestin U2OS: 1.1%; UTI89 phage lysis: 0.3%; GPR55 antagonists: -2.5%; NOD1 NF-kB reporter: -6.0%; Rac1 GTP hydrolysis: 4.1%; GPR55 beta-arrestin: 0.0%; NTR1 ag: 1.5; KOR beta-arrestin-1: -35.5%; KOR beta-arrestin-2: 1.1%; NTR1 ag cell count 20 µM: 44

Results for CC(C)Nc1ccc(-n2nc3ccccc3[n+]2[O-])cc1 ?
GPR35 arrestin U2OS: -3.5%; UTI89 phage lysis: 0.2%; GPR55 antagonists: 11.7%; NOD1 NF-kB reporter: -1.1%; GPR55 beta-arrestin: 0.3%; NTR1 ag: -0.7; KOR beta-arrestin-1: 14.8%; KOR beta-arrestin-2: 1.4%; NTR1 ag cell count 20 µM: 73

Results for COc1cccc(C(=O)O/N=C(\N)c2ccccn2)c1 ?
GPR35 arrestin U2OS: 11.0%; UTI89 phage lysis: 0.2%; GPR55 antagonists: 14.2%; NOD1 NF-kB reporter: -3.6%; Rac1 GTP hydrolysis: 7.4%; GPR55 beta-arrestin: -0.1%; NTR1 ag: -0.7; KOR beta-arrestin-1: -19.9%[20 µM]; KOR beta-arrestin-2: 1.7%; NTR1 ag cell count 20 µM: 62

What do the screens show for `Cc1cccc2c1cnn2C(=O)CCC(=O)NCC(C)c1ccccc1` (stereo not drawn)?
GPR35 arrestin U2OS: -4.2%; UTI89 phage lysis: 3.5%; GPR55 antagonists: -2.5%; NOD1 NF-kB reporter: -37.1%; Rac1 GTP hydrolysis: -4.5%; GPR55 beta-arrestin: 0.0%; NTR1 ag: 5.0; KOR beta-arrestin-1: -28.5%[20 µM]; KOR beta-arrestin-2: -3.2%; NTR1 ag cell count 20 µM: 55

How did CC1CC(C)CN(C(=O)c2ccncc2)C1 (stereo not drawn) do in these assays?
GPR35 arrestin U2OS: 2.2%; UTI89 phage lysis: 1.5%; GPR55 antagonists: -7.0%; NOD1 NF-kB reporter: 1.2%; Rac1 GTP hydrolysis: 1.6%; GPR55 beta-arrestin: -0.1%; NTR1 ag: -2.1; KOR beta-arrestin-1: 6.6%; KOR beta-arrestin-2: -1.7%; NTR1 ag cell count 20 µM: 62

What do the screens show for `O=C1CC(Nc2ccccc2)C(=O)N1c1ccc(N2CCOCC2)cc1` (stereo not drawn)?
GPR35 arrestin U2OS: -0.8%; UTI89 phage lysis: 5.5%; GPR55 antagonists: 1.0%; NOD1 NF-kB reporter: -16.5%; Rac1 GTP hydrolysis: 4.0%; GPR55 beta-arrestin: -0.1%; NTR1 ag: 1.1; KOR beta-arrestin-1: -59.4%; KOR beta-arrestin-2: 6.4%; NTR1 ag cell count 20 µM: 42

How did Cc1ccc(N2CC(C(=O)Nc3ccc(S(=O)(=O)NCC4CCCO4)cc3)CC2=O)cc1 (stereo not drawn) do in these assays?
GPR35 arrestin U2OS: 21.2%; UTI89 phage lysis: 0.2%; GPR55 antagonists: 25.0%; NOD1 NF-kB reporter: 3.8%; Rac1 GTP hydrolysis: 4.4%; GPR55 beta-arrestin: -0.1%; NTR1 ag: 0.4; KOR beta-arrestin-1: 26.8%; KOR beta-arrestin-2: -7.1%; NTR1 ag cell count 20 µM: 61

What do the screens show for `Cc1cc(C(C#N)c2cccc(Cl)c2)n2ncnc2n1` (stereo not drawn)?
GPR35 arrestin U2OS: -5.6%; UTI89 phage lysis: -0.9%; GPR55 antagonists: 26.1%; NOD1 NF-kB reporter: 27.1%; Rac1 GTP hydrolysis: 16.9%; GPR55 beta-arrestin: -0.1%; NTR1 ag: 0.2; KOR beta-arrestin-1: 5.7%; KOR beta-arrestin-2: 0.2%; NTR1 ag cell count 20 µM: 48

How did CS(=O)(=O)N(CC(=O)N1CCN(Cc2ccccc2)CC1)c1cccc([N+](=O)[O-])c1 do in these assays?
GPR35 arrestin U2OS: 8.7%; UTI89 phage lysis: 0.0%; GPR55 antagonists: 1.3%; NOD1 NF-kB reporter: -24.2%; Rac1 GTP hydrolysis: 11.7%; GPR55 beta-arrestin: 0.3%; NTR1 ag: -0.6; KOR beta-arrestin-1: 2.3%; KOR beta-arrestin-2: 1.2%; NTR1 ag cell count 20 µM: 70

How did COCCCn1c(=O)c2ccccc2n2c(=S)[nH]nc12 do in these assays?
GPR35 arrestin U2OS: 4.0%; UTI89 phage lysis: -0.3%; GPR55 antagonists: 5.1%; NOD1 NF-kB reporter: -4.6%; Rac1 GTP hydrolysis: inconclusive; GPR55 beta-arrestin: 0.4%; NTR1 ag: 0.2; KOR beta-arrestin-1: -0.2%; KOR beta-arrestin-2: -3.8%; NTR1 ag cell count 20 µM: 77

Results for O=NN1CCN(c2ccncc2S(=O)(=O)N2CCCCC2)CC1 ?
GPR35 arrestin U2OS: 5.5%; UTI89 phage lysis: -0.2%; GPR55 antagonists: -9.9%; NOD1 NF-kB reporter: -10.0%; Rac1 GTP hydrolysis: 6.0%; GPR55 beta-arrestin: -0.1%; NTR1 ag: 0.3; KOR beta-arrestin-1: 3.6%; KOR beta-arrestin-2: 8.1%; NTR1 ag cell count 20 µM: 70

Results for Cc1c(C(=O)O)cccc1-n1c(C)cc(/C=N/Nc2ccc([N+](=O)[O-])cn2)c1C ?
GPR35 arrestin U2OS: -9.7%; UTI89 phage lysis: -0.3%; GPR55 antagonists: 8.1%; NOD1 NF-kB reporter: 0.3%; Rac1 GTP hydrolysis: 14.8%; GPR55 beta-arrestin: 0.0%; NTR1 ag: -2.4; KOR beta-arrestin-1: 16.8%; KOR beta-arrestin-2: 2.3%; NTR1 ag cell count 20 µM: 62

How did CC(CN(C)Cc1nc(Cc2cccc(C(F)(F)F)c2)no1)CN1CCCC1 (stereo not drawn) do in these assays?
GPR35 arrestin U2OS: 3.0%; UTI89 phage lysis: -0.2%; GPR55 antagonists: 6.9%; NOD1 NF-kB reporter: -19.4%; Rac1 GTP hydrolysis: -2.2%; GPR55 beta-arrestin: -0.1%; NTR1 ag: 0.1; KOR beta-arrestin-1: -9.3%[20 µM]; NTR1 ag cell count 20 µM: 53

How did CCCCc1nnc(SCC(=O)Nc2nccs2)n1CC do in these assays?
GPR35 arrestin U2OS: 8.0%; UTI89 phage lysis: -0.2%; GPR55 antagonists: 1.3%; NOD1 NF-kB reporter: -43.0%; Rac1 GTP hydrolysis: 7.7%; GPR55 beta-arrestin: -0.1%; NTR1 ag: 0.9; KOR beta-arrestin-1: -4.6%; KOR beta-arrestin-2: -2.3%; NTR1 ag cell count 20 µM: 61

Results for CCOC(=O)N1CCN(C(=O)CSc2nc(-c3cccc(C)c3)ns2)CC1 ?
GPR35 arrestin U2OS: -6.6%; UTI89 phage lysis: 4.7%; GPR55 antagonists: 4.0%; NOD1 NF-kB reporter: -12.4%; Rac1 GTP hydrolysis: 5.5%; GPR55 beta-arrestin: -0.2%; NTR1 ag: -1.4; KOR beta-arrestin-1: -14.5%; KOR beta-arrestin-2: -2.2%; NTR1 ag cell count 20 µM: 86

How did COCCn1c(C(C)C)nc2sc3ccccc3c(=O)c2c1=O do in these assays?
GPR35 arrestin U2OS: -6.4%; UTI89 phage lysis: -1.7%; GPR55 antagonists: 19.8%; NOD1 NF-kB reporter: -0.8%; Rac1 GTP hydrolysis: -1.5%; GPR55 beta-arrestin: -0.1%; NTR1 ag: -0.6; KOR beta-arrestin-1: -15.4%; KOR beta-arrestin-2: 2.5%; NTR1 ag cell count 20 µM: 52

Results for N#Cc1c(NC(=O)c2cccnc2)sc2c1CCC2 ?
GPR35 arrestin U2OS: -0.9%; UTI89 phage lysis: 0.6%; GPR55 antagonists: -10.7%; NOD1 NF-kB reporter: -2.9%; Rac1 GTP hydrolysis: 7.7%; GPR55 beta-arrestin: -0.1%; NTR1 ag: -1.2; KOR beta-arrestin-1: 27.8%; KOR beta-arrestin-2: -2.5%; NTR1 ag cell count 20 µM: 62

How did COc1ccc(/C(N)=N/OC(=O)CCC2CCCC2)cc1OC do in these assays?
GPR35 arrestin U2OS: -10.7%; UTI89 phage lysis: 0.1%; GPR55 antagonists: 3.4%; NOD1 NF-kB reporter: -25.5%; Rac1 GTP hydrolysis: 4.4%; GPR55 beta-arrestin: -0.1%; NTR1 ag: 5.0; KOR beta-arrestin-1: 20.5%; KOR beta-arrestin-2: -4.4%; NTR1 ag cell count 20 µM: 60

Results for CC(=O)Cc1nsc(NC(=O)c2ccc(F)cc2)n1 ?
GPR35 arrestin U2OS: -4.9%; UTI89 phage lysis: 0.1%; GPR55 antagonists: 9.6%; NOD1 NF-kB reporter: -23.3%; Rac1 GTP hydrolysis: -2.8%; GPR55 beta-arrestin: -0.1%; NTR1 ag: -2.3; KOR beta-arrestin-1: 18.4%[20 µM]; NTR1 ag cell count 20 µM: 71

How did N#C/C(=C\c1ccccc1)C(=O)Nc1ccccn1 do in these assays?
GPR35 arrestin U2OS: 7.4%; UTI89 phage lysis: 0.0%; GPR55 antagonists: -2.4%; NOD1 NF-kB reporter: -9.4%; Rac1 GTP hydrolysis: 10.5%; GPR55 beta-arrestin: 0.0%; NTR1 ag: -0.6; KOR beta-arrestin-1: -6.6%; KOR beta-arrestin-2: -2.4%; NTR1 ag cell count 20 µM: 105

How did CCOc1ccc(NC(=O)Nc2cc(C(=O)O)ccc2N2CC3CC(C2)c2cccc(=O)n2C3)cc1 (stereo not drawn) do in these assays?
GPR35 arrestin U2OS: 3.1%; UTI89 phage lysis: 1.0%; GPR55 antagonists: 0.2%; NOD1 NF-kB reporter: -17.2%; Rac1 GTP hydrolysis: 3.3%; GPR55 beta-arrestin: -0.1%; NTR1 ag: 0.8; KOR beta-arrestin-1: -8.0%; KOR beta-arrestin-2: -0.5%; NTR1 ag cell count 20 µM: 51

What do the screens show for `O=C(COC(=O)c1cncc(Br)c1)NC1CCCCC1`?
GPR35 arrestin U2OS: 9.8%; UTI89 phage lysis: 0.0%; GPR55 antagonists: -1.8%; NOD1 NF-kB reporter: -23.7%; Rac1 GTP hydrolysis: 8.2%; GPR55 beta-arrestin: -0.4%; NTR1 ag: -0.4; KOR beta-arrestin-1: 21.4%; KOR beta-arrestin-2: -2.4%; NTR1 ag cell count 20 µM: 32
